Source: PubChem BioAssay
Pol iota inh – blocks human DNA polymerase iota activity | Q9UNA4 | Pol iota fluorescent replication assay, 10 min | AID 588590 | Potency, µM (top dose mostly 115 µM), without a hit: top-dose activity, negative = inhibition, most hits filed as inhibitors | 390,000 compounds, 1% hits; note: potency is the fitted concentration of half-maximal effect
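Pol iota at 10 nM preincubated 15 min with compounds at room temperature; reaction started with fluorescent substrate, 50 nM final. Fluorescence read kinetically at 0 and 10 min; buffer-only wells as negative control.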
POLK inh – DNA polymerase kappa (human) inhibition; purified Pol kappa, fluorescent DNA synthesis assay, 10 min; AID 588579; 400,000 compounds, 0.53% hits; Q9UBT6; Potency, µM (series often up to 107 µM), for the others: at the highest dose activity, negative = inhibition, actives largely listed as inhibitors; note: potency is the fitted concentration of half-maximal effect; % is set by controls: 0 for no effect and ±100 for the full control effect
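Enzyme at 10 nM met test compounds for 15 min at room temperature. Substrate addition (50 nM final) began the reaction, which was monitored by fluorescence at 0 and 10 min.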
LDHA inh – blocks human lactate dehydrogenase A; P00338; purified LDHA, NADH/diaphorase-resazurin fluorescence; hits give low values; activity change, % (values are at about 110 or 230 µM); 480,000 compounds, 0.15% hits; in the data active = activity change below about -30%; inconclusive = mostly about -25% to -30%;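 note: plate controls were DMSO wells for no effect and wells without enzyme for full effect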
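Enzyme activity of human lactate dehydrogenase 5 (2 nM; 0.06 mM NADH, 0.2 mM pyruvate, 5 min, RT) is measured via a resazurin/diaphorase fluorescence readout of residual NADH.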
Glioma ERSR ind – ER stress response induction in glioma | U87-MG GRP78 promoter luciferase reporter, 16 h | Potency, µM, inactives show at the top dose activation, actives largely listed as activators | 420,000 compounds, 0.02% hits | AID 602332; note: potency is the fitted concentration of half-maximal effect; series mostly up to about 76 µM; % of control where 0% means no effect; nearly all actives have a fitted effect of over 35% in size
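ERSR induction read as luciferase luminescence (Bright-Glo, 10 min at room temperature) in stably transfected human U87-MG glioma cells exposed to compounds for 16 h, using GRP78 as sensor.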
Anesthetic bind – candidate novel general anesthetic via apoferritin binding; 350,000 compounds, 0.074% hits; P02791; AID 485281; apoferritin/1-aminoanthracene competitive binding, fluorescence; Potency, µM (series often up to 77.5 µM), inactives show at the highest dose activity change, negative = displacement, hits mostly inhibitors; note: potency is the fitted concentration of half-maximal effect; % is set by controls: 0 for no effect and ±100 for the full control effect; nearly all actives have a fitted effect of over 20% in size
Target sequence (P02791 2-175 limits assumed): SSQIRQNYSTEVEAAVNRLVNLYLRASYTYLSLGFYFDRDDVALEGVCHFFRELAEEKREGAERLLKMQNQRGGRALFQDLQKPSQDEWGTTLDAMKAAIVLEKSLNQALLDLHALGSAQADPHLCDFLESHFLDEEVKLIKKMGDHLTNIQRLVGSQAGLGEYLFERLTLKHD
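Read-out: endpoint 1-AMA fluorescence, excitation 380 nm and emission 535 nm, after compounds sit 10 min at room temperature with 10 uM horse-spleen apoferritin in 50% saturated 1-AMA/PBS. Values come from four-parameter Hill fits.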
Pol eta inh – inhibitors of human DNA polymerase eta; Q9Y253; AID 588591; 390,000 compounds, 1.2% hits; recombinant Pol eta, fluorescent DNA replication assay; Potency, µM (top dose mostly 114 µM), without a hit: at the highest dose activity change, negative = inhibition, actives largely listed as inhibitors; note: potency is the fitted concentration of half-maximal effect; % is set by controls: 0 for no effect and ±100 for the full control effect
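Pol eta at 10 nM preincubated with compounds 15 min at room temperature; reaction started with fluorescent substrate (50 nM final) and read kinetically at 0 and 10 min.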
APE1 inh – blocks human APE1 abasic DNA cleavage. 350,000 compounds, 0.35% hits. AID 2517. Potency, µM (top dose mostly 65.8 µM), inactives show top-dose activity change, negative = inhibition, hits mostly inhibitors. recombinant APE1, TAMRA/BHQ-2 abasic DNA cleavage fluorescence. P27695;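 note: potency is the fitted concentration of half-maximal effect; plate controls were vehicle for no effect and reference inhibitor for full effect; nearly all actives have a fitted effect of over 55% in size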
Target sequence (P27695 whole entry, looked up): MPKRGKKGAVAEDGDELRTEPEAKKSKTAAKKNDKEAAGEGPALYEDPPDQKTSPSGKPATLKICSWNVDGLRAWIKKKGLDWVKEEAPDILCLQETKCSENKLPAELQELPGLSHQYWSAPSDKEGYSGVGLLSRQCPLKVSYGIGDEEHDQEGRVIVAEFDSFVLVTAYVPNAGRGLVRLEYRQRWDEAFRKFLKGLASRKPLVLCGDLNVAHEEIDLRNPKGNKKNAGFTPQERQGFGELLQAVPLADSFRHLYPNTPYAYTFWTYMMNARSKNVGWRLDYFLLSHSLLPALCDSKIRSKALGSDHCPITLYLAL
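Step 1: APE1 (0.75 nM) with compound, 15 min RT. Step 2: add 50 nM fluorophore/quencher THF duplex. Step 3: three fluorescence reads 60 s apart (525/598 nm); read 3 minus read 1 = reaction progress.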
POLB inh – DNA polymerase beta (human) inhibition; Pol beta primer extension/strand displacement, fluorescence kinetic; 340,000 compounds, 1.3% hits; P06746; Potency, µM (doses to about 114 µM), for the others: top-dose activity change, negative = inhibition, actives largely listed as inhibitors; note: potency is the fitted concentration of half-maximal effect; % is set by controls: 0 for no effect and ±100 for the full control effect
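Pol beta (10 nM) and compounds were preincubated 15 min at room temperature, then 50 nM substrate (final) started primer extension/strand displacement. Reads were taken at 0 and 10 min; concentration-response data were fitted to a four-parameter Hill equation.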
BLM inh – Bloom syndrome helicase (human) inhibition; 350,000 compounds, 0.2% hits; recombinant BLM DNA unwinding, fluorescence dequenching; Potency, µM (doses to about 56.1 µM), for the others: at the top dose activity change, negative = inhibition, hits mostly inhibitors;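 note: potency is the fitted concentration of half-maximal effect; plate controls were vehicle for no effect and no enzyme for full effect; nearly all actives have a fitted effect of over 35% in size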
The depositor's hits bear a star; ? = inconclusive; . = no result given; & = joins results of further samples; [ ] = dose if it differs, or a comment. Unless noted, calls come from the whole dose curve; as a rule, active = well fitted curve in the direction sought with a large enough effect; inconclusive = small, poorly fitted or top-dose-only effect, or another doubt; inactive = no such curve, though single readings can be large; an effect the other way counts as inactive or inconclusive. These rows are one share of the data. The share of hits here may be higher or lower than overall.

SMILES	Pol iota inh	POLK inh	LDHA inh	Glioma ERSR ind	Anesthetic bind	Pol eta inh	APE1 inh	POLB inh	BLM inh
CCOC(=O)C1=C(COC(=O)Cc2ccccc2)NC(=O)NC1C (stereo unspecified)	-0.8%	-8.3%	-12.0	-2.1%	-6.6%	-15.1%	-10.0%	-2.2%	-0.3%
O=C(Cc1cc(=O)oc2cc(O)ccc12)N[C@@H](Cc1c[nH]c2ccccc12)C(=O)O	?	-8.5%	2.1	-2.8%	35.5%[activator]	-3.9%	-1.9%	30.8%	-1.0%
CN(Cc1ccccc1)C(=O)c1cc2cc(F)ccc2[nH]1	23.2%	0.8%	3.3&-0.5	3.6%	-3.2%	-5.9%	62.7%[activator]	-12.6%	-0.9%
CCN(CC)CCN1C(=O)C(=O)/C(=C(/O)c2ccc(C)cc2)C1c1ccncc1 (stereo unspecified)	.	.	.	.	2.1%	.	-1.1%	0.4%	-1.6%
Cc1cc(Cl)ccc1OC(C)C(=O)NN1C(=O)c2ccccc2C1=O (stereo unspecified)	32.0%[activator]	-4.8%	-1.3	0.0%	8.1%	-14.6%	-7.0%	8.6%	-11.4%
Cc1noc(C)c1COc1ccc(C(=O)NCc2ccccn2)cc1	13.4%	1.0%	-6.7	-2.5%	-13.2%	4.0%	-1.0%	?	-0.8%
COc1ccc2c(c1)CCC1C2CC[C@@]2(C)C1CC[C@@H]2NCCCCCCN1C(=O)C=CC1=O (stereo partly specified)	5.0%[58.9 µM]	-3.0%[60.1 µM]	.	-3.5%	.	-3.1%[57.1 µM]	-0.4%	20.3%[57.1 µM]	.
O=C(Nc1ccc(NC(=O)c2cccs2)cc1)c1ccc2c(c1)OCO2	-11.6%	-3.0%	-10.3	-2.9%	-12.2%	-19.7%	6.7%	77.5%	-0.8%
O=C(N/N=C/c1ccc(Br)cc1)c1ccc(F)cc1	-2.5%	-5.2%	-5.8	3.2%	-4.4%	-10.7%	5.6%	-9.7%	5.2%
Cc1c(N=C2N=C(NC(=O)NC(C)(C)C)c3ccccc32)c(=O)n(-c2ccccc2)n1C	14.1%	-21.1%	-4.1	-3.0%	-9.6%	-31.6%	12.6%	19.4%	0.2%
CCc1ccc(CNC(=O)C2Cc3cc(S(=O)(=O)N4CCCCCC4)ccc3N2C(C)=O)cc1 (stereo unspecified)	5.1%	-4.8%[60.1 µM]	-3.2	-1.6%	42.5%[activator]	-11.9%	.	2.2%	-0.5%
COc1ccc(OC)c(N2C(=O)CCCC2=O)c1	107.4%[activator]	-11.7%	-7.1	-3.6%	-0.1%	-3.5%	21.1%	25.3%	-5.3%
COc1ccc(Nc2oc(-c3ccc(COc4ccccc4C)o3)nc2C#N)cc1	5.9%	4.5%	-0.3	-3.3%	50.0%[activator]	-2.5%	.	19.1%	-4.1%
COc1ccc(N2CCN(C(=O)Nc3ccc(S(=O)(=O)N(C)C)cc3)CC2)cc1	0.0%	-23.8%	-2.3	-5.0%	-7.5%	-3.6%	-0.6%	3.5%	3.3%
Cc1ccc(/C=N/Nc2cccc3cccnc23)c(O)c1	-7.4%[58.9 µM]	-6.5%	5.8	4.7%	-20.1%	-11.5%	0.0%	11.8%	-5.2%
COc1cc(/C=N\NC(=O)C(C)(C)O)ccc1OC/C=C/c1ccccc1	34.0%[activator]	-10.2%	-0.3	-4.0%	-11.9%	-18.0%	11.9%	12.4%	-2.2%
C=CCn1c(=O)c(C(=O)Nc2ccc(C)cc2)c(O)c2ccccc21	14.0%	-2.1%	-2.7	1.7%	-12.9%	-11.8%	-3.9%	32.2%	-3.0%
CCOc1ccc(NC(=O)CSc2nnc(-c3cc(C)[nH]n3)n2N)cc1	39.0%[activator]	-11.5%	-1.0	2.5%	-11.7%	-19.3%	?	1.7%	0.7%
N#CCCN(Cc1ccccc1)C(=S)NC(=O)c1ccccc1	22.5%	-11.8%	5.6	-3.3%	-6.7%	-9.3%	3.7%	1.3%	2.8%
Cc1ccc(C)c(N(CC(=O)NC2CCCC2)C(=O)CCC(=O)Nc2cc(C)on2)c1	94.6%[activator]	-2.8%	-6.0	-3.0%	-7.5%	-1.8%	0.5%	41.7%	-2.6%
Cc1cccc(C(=O)OCC(=O)N2CCCC2=O)c1O	6.1%	-0.5%	0.4	-2.3%	.	-1.5%	-10.8%	.	.
Fc1ccc2cnc(-c3ccccc3F)cc2c1	65.3%[activator]	3.9%	1.7	1.7%	.	-16.3%	27.8%	.	.
CC(C)c1ccc2c(c1)C(c1cccs1)=NNC(c1ccncc1)=N2	-15.6%	-3.8%	-4.3	-0.5%	?	-5.3%	-4.1%	3.8%	-7.2%
CC1(c2ccccc2Cl)NC(=O)N(CC(=O)N2c3ccccc3NC(=O)C2(C)C)C1=O (stereo unspecified)	7.1%	-13.0%	-15.9	2.9%	.	-2.2%	-5.6%	.	.
COc1ccc2oc(=O)cc(CN3CCN(Cc4ccc(OC)c(OC)c4OC)CC3)c2c1	18.2%	4.1%	-0.2	-6.9%	-4.6%	-4.0%	30.3%	-12.4%	-9.1%
COc1cc(Cl)ccc1OCc1cc(C(=O)N2CCCCC2c2cccnc2)no1 (stereo unspecified)	9.1%	20.2%	-0.7	-3.2%	-3.3%	-9.7%	15.1%	-23.5%	-0.1%
C=C(C)CN(CC)C(=O)COc1ccc(S(=O)(=O)Nc2ccc(OC)cc2)cc1	6.6%	-2.4%	-2.0	-2.7%	-18.3%	-9.1%	-5.9%	3.6%	-2.3%
CCn1c(CNC(C)=O)nnc1SCC(=O)c1ccc(Br)cc1	6.0%	-14.5%	-1.9	-2.7%	-13.5%	-2.0%	-4.2%	?	-1.8%
CCN(CC1CCCN(CCc2cccc(OC)c2)C1)C(=O)C=C(C)C (stereo unspecified)	0.3%	-2.9%	-1.2	-3.4%	-4.1%	-14.0%	6.1%	18.2%	0.3%
Cc1ccc(S(=O)(=O)N(CC(=O)Nc2ccc3c(c2)OCO3)c2ccc(C)c(Cl)c2)cc1	0.4%	-6.1%	1.1	-4.2%	48.1%[activator]	-23.6%	.	26.1%	-10.3%
COc1cccc(NC(=O)CCCn2nc(C)c3c(C)n(-c4ccccc4)nc3c2=O)c1	3.1%	-11.6%	-10.9	5.4%	-3.9%	-18.0%	?	2.4%	1.9%
C=CCN=C1NN=C(c2cc(C)n(CCOC)c2C)CS1	3.2%	-15.5%	-4.9	-9.8%	-20.7%	-8.1%	2.1%	21.7%	-16.1%
CCCCc1nc2c(C)c(N)cnc2n1Cc1cccc([N+](=O)[O-])c1	10.2%	-6.8%	6.1	1.1%	-6.6%	-15.0%	20.0%	15.2%	-6.0%
O=C(NCc1cccc(Cl)c1)c1cc(COc2ccc3ncccc3c2)on1	72.5%[activator]	0.0%	-1.8	-6.1%	?	-18.4%	5.9%	9.2%	-10.5%
O=C(O)CCCN=CC1=C(O)C(C(=O)c2ccccc2)CCC1=O (stereo unspecified)	13.7%	-9.6%	7.1	-4.0%	4.0%	-16.7%	-1.3%	4.2%	2.6%
CC(OCC(O)CN(C)CCOc1ccccc1)c1ccc(Cl)cc1 (stereo unspecified)	40.0%[activator]	5.2%	-9.3	6.1%	-20.6%	-12.5%	11.2%	-1.1%	-2.4%
CCOC(=O)C1CCN(C(=O)c2ccc(Oc3cc(Cl)cc(Cl)c3)o2)CC1	144.6%[activator]	-9.0%	-1.4	-4.9%	3.3%	-26.3%	-2.0%	0.2%	-11.6%
CCOc1ccccc1N1CCN(C2=C(NS(=O)(=O)c3cccs3)C(=O)c3ccccc3C2=O)CC1	?	-7.1%	13.9	-8.0%	?	-24.6%	-9.4%	-19.2%	-11.8%
CC1(O)N(CCC(=O)Nc2cccc(F)c2)C(=O)OC12CCCCC2 (stereo unspecified)	107.3%[activator]	-8.2%	-3.1	-3.0%	1.0%	4.4%	?	-28.3%	-3.3%
Cc1ccc(NC(=O)Cn2c([N+](=O)[O-])cnc2C)cc1Cl	-12.0%	12.3%	1.8	-1.7%	-6.6%	-8.4%	-5.1%	0.8%	-2.9%
CCOc1ccc(NC(=O)CNC(=O)c2ccc(OC)cc2)cc1	-23.0%	-23.1%	-4.2	-6.2%	-15.9%	0.5%	0.5%	-14.0%	-3.7%

Part of the list above, with values under each structure.
Values run as follows: Pol iota inh, POLK inh, LDHA inh, Glioma ERSR ind, Anesthetic bind, Pol eta inh, APE1 inh, POLB inh, BLM inh
O=C(O)CCCN=CC1=C(O)C(C(=O)c2ccccc2)CCC1=O (stereo unspecified)
  13.7%, -9.6%, 7.1, -4.0%, 4.0%, -16.7%, -1.3%, 4.2%, 2.6%
CC(OCC(O)CN(C)CCOc1ccccc1)c1ccc(Cl)cc1 (stereo unspecified)
  40.0%[activator], 5.2%, -9.3, 6.1%, -20.6%, -12.5%, 11.2%, -1.1%, -2.4%
CCOC(=O)C1CCN(C(=O)c2ccc(Oc3cc(Cl)cc(Cl)c3)o2)CC1
  144.6%[activator], -9.0%, -1.4, -4.9%, 3.3%, -26.3%, -2.0%, 0.2%, -11.6%
CCOc1ccccc1N1CCN(C2=C(NS(=O)(=O)c3cccs3)C(=O)c3ccccc3C2=O)CC1
  ?, -7.1%, 13.9, -8.0%, ?, -24.6%, -9.4%, -19.2%, -11.8%
CC1(O)N(CCC(=O)Nc2cccc(F)c2)C(=O)OC12CCCCC2 (stereo unspecified)
  107.3%[activator], -8.2%, -3.1, -3.0%, 1.0%, 4.4%, ?, -28.3%, -3.3%
Cc1ccc(NC(=O)Cn2c([N+](=O)[O-])cnc2C)cc1Cl
  -12.0%, 12.3%, 1.8, -1.7%, -6.6%, -8.4%, -5.1%, 0.8%, -2.9%
CCOc1ccc(NC(=O)CNC(=O)c2ccc(OC)cc2)cc1
  -23.0%, -23.1%, -4.2, -6.2%, -15.9%, 0.5%, 0.5%, -14.0%, -3.7%
